KDM5B inhibitor: KDM5B demethylase inhibition; Q9UGL1; KDM5B demethylase, FDH-coupled NADH fluorescence (FDH is formaldehyde dehydrogenase); Potency, µM (highest dose often 57.7 µM), for inactives: top-dose activity change, negative = inhibition, hits mostly inhibitors; actives 2.6% (n = 220,000); AID 1347165; active = well fitted inhibition curve with a large enough effect; inconclusive = small, poorly fitted or top-dose-only effect; inactive = no such curve, though single readings can be large or run the other way; also: 0% is about no effect; nearly all actives have a fitted effect of over 70% in size
Target sequence (Q9UGL1 whole entry, looked up): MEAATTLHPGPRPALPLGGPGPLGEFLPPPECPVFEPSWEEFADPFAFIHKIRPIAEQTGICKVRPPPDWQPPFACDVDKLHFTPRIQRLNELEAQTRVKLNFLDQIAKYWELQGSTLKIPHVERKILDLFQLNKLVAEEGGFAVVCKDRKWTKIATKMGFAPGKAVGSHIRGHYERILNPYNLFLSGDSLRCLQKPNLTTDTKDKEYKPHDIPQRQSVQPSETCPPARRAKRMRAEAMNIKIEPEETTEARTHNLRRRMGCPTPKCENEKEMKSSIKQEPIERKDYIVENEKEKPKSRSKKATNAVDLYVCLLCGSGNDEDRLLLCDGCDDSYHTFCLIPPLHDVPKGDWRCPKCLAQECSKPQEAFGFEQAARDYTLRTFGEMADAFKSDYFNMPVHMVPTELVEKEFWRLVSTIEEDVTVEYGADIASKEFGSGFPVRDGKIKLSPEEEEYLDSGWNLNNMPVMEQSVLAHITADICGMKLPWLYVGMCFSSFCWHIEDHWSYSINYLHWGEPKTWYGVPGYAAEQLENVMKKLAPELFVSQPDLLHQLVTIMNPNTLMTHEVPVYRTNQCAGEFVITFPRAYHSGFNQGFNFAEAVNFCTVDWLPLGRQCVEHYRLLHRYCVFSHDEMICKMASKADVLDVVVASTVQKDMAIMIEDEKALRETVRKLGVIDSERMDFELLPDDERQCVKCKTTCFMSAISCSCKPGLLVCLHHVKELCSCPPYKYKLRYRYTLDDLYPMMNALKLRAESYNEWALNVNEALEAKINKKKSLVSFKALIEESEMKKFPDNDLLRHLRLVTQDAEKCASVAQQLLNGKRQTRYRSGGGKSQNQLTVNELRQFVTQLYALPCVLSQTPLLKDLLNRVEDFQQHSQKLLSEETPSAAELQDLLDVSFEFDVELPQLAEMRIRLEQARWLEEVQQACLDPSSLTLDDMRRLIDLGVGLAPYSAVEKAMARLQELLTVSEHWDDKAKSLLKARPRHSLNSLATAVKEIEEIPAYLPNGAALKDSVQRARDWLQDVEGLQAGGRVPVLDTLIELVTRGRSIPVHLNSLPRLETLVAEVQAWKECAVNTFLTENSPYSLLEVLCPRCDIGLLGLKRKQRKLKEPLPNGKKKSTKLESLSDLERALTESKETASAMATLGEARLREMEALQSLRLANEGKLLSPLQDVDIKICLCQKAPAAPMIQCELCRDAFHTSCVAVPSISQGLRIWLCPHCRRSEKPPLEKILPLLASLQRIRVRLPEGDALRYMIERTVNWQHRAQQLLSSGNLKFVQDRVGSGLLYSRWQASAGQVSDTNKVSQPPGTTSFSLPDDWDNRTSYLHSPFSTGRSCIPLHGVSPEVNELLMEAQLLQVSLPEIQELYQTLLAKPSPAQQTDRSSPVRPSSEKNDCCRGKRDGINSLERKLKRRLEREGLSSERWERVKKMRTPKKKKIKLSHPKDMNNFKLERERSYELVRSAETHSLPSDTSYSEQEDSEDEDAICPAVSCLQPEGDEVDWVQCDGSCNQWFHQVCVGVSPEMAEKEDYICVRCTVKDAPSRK
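qHTS format, multiple compound concentrations. Buffer 50 mM HEPES pH 7.5/0.01% Tween-20; 200 nM KDM5BΔAP final; 10 min compound preincubation; substrate-mix levels 12.5 µM peptide, 25 µM α-KG, 0.25 mM NAD⁺; 30 min RT; ΔRFU.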
The depositor's hits bear a star; i = inactive; ? = inconclusive; [ ] = remark or other dose. Potency is read from the fitted curve at half-maximal effect. These rows are one share of the data (hit frequency here may not be typical).

SMILES,KDM5B inhibitor
NC(=O)c1ccnc(-c2cc(NCc3ccccn3)nc3[nH]ccc23)c1,-12.3%
CC(Oc1cccc(Br)c1)C(=O)NNC(=O)c1ccc2c(c1)NC(=O)CCS2 (centres undefined),-28.7%
CN(Cc1ccccc1)C(=O)[C@@H]1Cc2nc[nH]c2CN1C(=O)CC(C)(C)CC(=O)O,?
O=C([C@@H]1C[C@H](Oc2cccnc2)CN1C(=O)COc1ccc(F)cc1)N1CCOCC1,-33.7%
Cc1nc(-c2ccncc2)ncc1C(C)NC(=O)C1=NN(C)C(=O)CC1 (centres undefined),29.8%
COc1ccccc1CNC(=O)CN1C(=O)NC(C)(c2ccc(C(C)(C)C)cc2)C1=O (centres undefined),7.1%
Cc1cccc(Cn2cc(S(=O)(=O)c3ccc(Cl)cc3)c(=O)c3cc4c(cc32)OCO4)c1,-12.1%
S=c1[nH]nc(Cn2c(-c3ccccn3)nc3ccccc32)n1-c1ccc2c(c1)OCCO2,-5.4%
CCn1nc(C(=O)OCc2nc(-c3cccc(OC)c3)no2)c2ccccc2c1=O,?
O=C(Nc1cccc(-c2nnc3n2CCCC3)c1)c1cnccn1,7.9%
CC1CCN(C(=O)c2cccnc2-c2nc3ccccc3s2)CC1,-8.2%
O=C(CN1CCCN(Cc2ccccc2Cl)S1(=O)=O)NCc1ccccc1,12.7%
CC(NCCC1(C(C)C)CCOC(C)(C)C1)c1cccs1 (centres undefined),11.5%
O=C1NCCCCCN(C(=O)Cc2cccc(F)c2)[C@H]2CCC[C@@H]12,-3.9%
CC1(C)C(=O)N(c2ccccc2Cl)C(=O)c2ccccc21,8.9%
CSc1cccc(NC(=O)CCn2ccn3nc4c(c3c2=O)CCCC4)c1,-20.1%
COc1cc(OC)cc(N2C(=O)CSC23C(=O)Nc2ccccc23)c1 (centres undefined),-10.0%
CCc1ccc(S(=O)(=O)c2cnc3ccc(C)cc3c2N2CCOCC2)cc1,12.3%
NC(=O)C1CCN(C(=O)Cc2ccsc2)CC1,-7.7%
Cc1ccc(Cl)cc1N1CCN(C(=O)CCCCCn2c(=O)[nH]c3ccccc3c2=O)CC1,-17.5%
COCCCNC(=O)CN(c1ccc(F)cc1)S(=O)(=O)c1ccc2c(c1)OCCO2,22.0%
O=C1CCN(C2CCCCC2)CCOCCN1,-14.2%
CCCc1noc(-c2cccn3c(CNC(=O)c4ccccc4F)nnc23)n1,?
COc1ccc(/C=C(\NC(=O)c2ccc(C)cc2)C(=O)NC(CC(C)C)C(=O)O)cc1 (centres undefined),18.8%
NC(=O)[C@H](CC1CCCCC1)NC(=O)[C@@H]1CN(C(=O)Nc2ccccc2)CCN1S(=O)(=O)c1ccccc1,17.2%
COC[C@]1(O)CCN(C(=O)CN2CCCC2)CC1(C)C,?
O=C(CNC(=O)c1ccc(Cl)cc1)OCc1cc(=O)n2nc(C3CCCCC3)sc2n1,-13.6%
COc1ccc(N2CC(c3noc(-c4cccc(F)c4)n3)CC2=O)cc1 (centres undefined),-15.6%
O=C(NC1CC1)[C@@H]1C[C@H](Oc2ccccc2)CN1C(=O)CCC1CCCC1,-19.1%
COc1cccc(S(=O)(=O)N2CCC3(CC2)CC(OCC2CC2)CCO3)c1 (centres undefined),-8.6%
COc1cccc(N2CCN(C(=O)C3Cc4ccccc4N3C(C)=O)CC2)c1 (centres undefined),-5.7%
C=CCN1CCN(c2nc3c(c(=O)[nH]c(=O)n3C)n2Cc2ccc(Cl)cc2)CC1,4.9%
Cc1ccc(C)c(S(=O)(=O)NCC(=O)O)c1,-6.6%
O=C(NC1CC(=O)N(c2ccccc2)C1)c1ccc(S(=O)(=O)N2CCCCC2)cc1 (centres undefined),?
O=C(NC1CCCCC1)c1cc2c(s1)CCN(C(=O)c1ccc(F)cc1)C2,4.6%
Cc1noc(C)c1S(=O)(=O)NCC(=O)N1CCCCCCNC(=O)CC1c1ccccc1 (centres undefined),-1.6%
COc1ccc(CNC(=O)Cc2cn(C)c3ccccc23)c(OC)c1,21.5%
N#Cc1cccnc1Sc1ccc(F)c(Cl)c1,15.8%
CCOc1ccc(Nc2nc(Nc3ccc(OCC)cc3)nc(N3CCOCC3)n2)cc1,9.4%
CCN(CC)S(=O)(=O)c1ccc(N(C)C)c(NS(=O)(=O)c2cccs2)c1,16.1%
O=C1CC(C(=O)Nc2ccccc2)c2c(nc(SCc3ccccc3Cl)[nH]c2=O)N1 (centres undefined),?
Cc1noc([C@@H]2C[C@H](NC(=O)C3CCCCC3)CN2C)n1,-12.4%[115 µM]
COc1ccc(CN2CCCC23Cc2ccccc2CNC3=O)cc1OC (centres undefined),-2.7%[115 µM]
CNC(=O)CCn1ncc2cc(OC3CCc4cccc(-c5ccc(OC)cc5)c43)ccc21 (centres undefined),?
Cn1c(=O)[nH]c(=O)c2c1nc(N1CCN(CCO)CC1)n2Cc1ccccc1F,33.1%[activator]
O=C(Nc1ccc(Cl)c(-c2nc3ccccc3o2)c1)c1cc([N+](=O)[O-])ccc1N1CCOCC1,6.9%
CC(C)c1nnc(NC(=O)C(Sc2ccccc2)c2ccccc2)s1 (centres undefined),2.7%
Cc1noc(C)c1[S+](=O)([O-])N1CCn2c(nnc2C2CCCNC2)C1 (centres undefined),-18.0%
COc1cccc(-c2nc(SCC(=O)NCc3ccco3)c3c(=O)n(C)c(=O)n(C)c3n2)c1,-7.2%
COc1cccc(CC(=O)N2CCC3(CC2)CC(O)CCO3)c1 (centres undefined),-23.3%
CC[C@H]1CN(C(=O)C(C)(C)C)CC[C@H]1CC(=O)NCc1ccc(F)cc1,-11.1%[86.2 µM]
COc1ccccc1NC(=O)c1cc2c(-c3ccccc3)nn(-c3ccccc3)c2s1,-0.2%
CC(=O)Nc1cccc(-c2nc3cc(Cl)ccc3o2)c1,?
CCCCNC(=O)c1cc2c(=O)n3cccc(C)c3nc2s1,i
Cc1ccc(CN(C)C(=O)NC(c2ccc3c(c2)OCCCO3)C(C)C)c(C)c1 (centres undefined),-11.1%
O=c1[nH]nnc2c1sc1nc(N3CCOCC3)c3c(c12)CCCC3,7.0%
COc1ccc(C(=O)N2C[C@@H]3C[C@H](C2)c2ccc(NS(=O)(=O)c4ccc(OC)cc4)c(=O)n2C3)cc1,-28.3%
COc1ccc2nc(C)c(C(=O)OCC(=O)NCC3CCCO3)cc2c1 (centres undefined),12.3%
CCNC(=O)NC(=O)C(C)Sc1nc2ccccc2o1 (centres undefined),13.4%
Cc1nc2cc(NC(C)C(=O)Nc3ccc(Cl)cc3)ccc2o1 (centres undefined),?

Later entries.
SMILES,KDM5B inhibitor
O=C(CSc1nc2ccc(Cl)cc2o1)c1c[nH]c2ccccc12,4.1%
CCOc1ccc(CCNC(=O)CS(=O)(=O)Cc2nc(-c3ccc(OC)cc3)oc2C)cc1,5.4%
COC(=O)N(C)CC(=O)NCc1cccc(C)c1,3.5%
Cc1ccc(C2Cn3nnc(-c4noc(-c5ccncc5)n4)c3CO2)cc1 (centres undefined),12.3%
CCc1ccc2oc(=O)cc(CN3CCCCC3)c2c1,?
N#Cc1ccccc1OCc1ccc(C(N)=O)cc1,19.2%
C#CCNC(=O)c1nc(-c2ccc(Cl)cc2)c2ccccn12,31.6µM*
COc1ccc(C=O)cc1C(C)(C)C,25.8%
CCCc1noc(CN2CCN(C(=O)N3CCCCC3)CC2)n1,15.0%
COc1ccccc1Cc1nc2ccccc2nc1SCC(=O)NCc1ccc(C)cc1,5.8%
COc1ccccc1NC(=O)Cn1nnc(C(=O)NCc2cccs2)c1N,-17.5%
CC1(C)C(=O)OC(c2ccc(Br)cc2)C2(CCCCC2)C1=O (centres undefined),?
Cc1cnc(C(=O)Oc2ccc(-c3ccc(C#N)cc3)cc2)cn1,18.0%
Cc1ccc2c(=O)cc(C(=O)Nc3c(C(=O)Nc4cccc(Cl)c4)oc4ccccc34)oc2c1,-1.3%
COc1ccc(CNC(=O)c2ccc3c(c2)NC(=O)CCS3)cc1,-23.3%
O=C(COc1ccccc1)NC1CCCc2c1[nH]c1c(Cl)cccc21 (centres undefined),?
CC1(C(=O)NCC2CC2)CCc2cnc(NCc3ccccc3)nc21 (centres undefined),39.8µM*
Cc1ccc(C2=NC3(CCN(C(=O)Cc4cccc(F)c4)CC3)ON2)cc1,?
CC(/C=C/c1ccccc1)=N/NC(=O)C(c1ccccc1)c1ccccc1,25.5%
CC(C)c1cc(=O)oc2cc(OCC(=O)NC3(C#N)CCCCC3)ccc12,?
CCc1nc(-c2c3n(c(=O)n(CC(=O)Nc4ccc(C)cc4Cl)c2=O)CCCC3)no1,11.2%
CN(C)S(=O)(=O)c1cccc(S(=O)(=O)Nc2cccc(C#N)c2)c1,-3.0%
CCOC(=O)N1CCc2c(sc3c2C(=O)NC(c2ccc(OC)cc2)N3)C1 (centres undefined),-22.2%
O=C(CSc1ncnc2c1sc1cccc(F)c12)NCCN1CCN(Cc2ccccc2)CC1,?
O=C(c1ccc(OC2CCN(C(=O)c3ccsc3)CC2)nc1)N1CCOCC1,-8.1%
CN(Cc1cccnc1)Cc1nc(C2(O)CCN(Cc3ccc(C(F)(F)F)cc3)CC2)cs1,-20.5%
CN1c2ccc(Cl)cc2-c2nc(SCC(=O)Nc3cc(F)ccc3F)ncc2S1(=O)=O,-20.5%
CS(=O)(=O)N1CCN(C(=O)C2CC(=O)N(c3n[nH]c4cccc(F)c34)C2)CC1 (centres undefined),-32.4%
S=C(NCCCc1ccccc1)NCc1ccccc1,-2.5%
CCCCNC(=O)COc1c(Cl)cc(Cl)c2ccc(C)nc12,?
COCCCNC(=O)c1cc(C2CC2)nc2onc(C3CCNC3)c12 (centres undefined),?
Cc1oc(-c2ccc(Cl)cc2)nc1CS(=O)CC(=O)NCCc1ccccc1 (centres undefined),?
O=C(O)CCn1ncc2cc(OCC3CCN(C(=O)Oc4ccccc4)CC3)ccc21,-18.7%[86.2 µM]
Cn1c(=O)c2[nH]c(N3CCN(C(=O)C4CCCCC4)CC3)nc2n(C)c1=O,10.6%
CCS(=O)(=O)N1Cc2ccccc2CC1C(=O)Nc1ccc(F)c(F)c1 (centres undefined),-15.3%
CCOc1ccc(CNC(=O)C2=Cc3cc(Br)ccc3OC2)cc1OC,-28.7%
Cc1sc(-c2cc3c([nH]c2=O)CC(c2ccccc2)CC3=O)nc1-c1ccc(Cl)cc1 (centres undefined),-24.3%
CCOC(=O)N1CCN(c2c(N3CCN(c4ccccc4F)CC3)c(=O)c2=O)CC1,23.7%
C=CCn1c(SCCCC)nc(O)cc1=O,7.1%
CCOc1ccc(CNCc2cccn2-c2nnc(N3CCN(C)CC3)s2)cc1,16.9%
CCCN1CCC2(CCN([S+](=O)([O-])c3cccs3)CC2)Oc2ccccc21,-27.8%
Cc1ccc(CN(C(=O)COc2ccc([N+](=O)[O-])cc2)c2ccccn2)cc1,2.5%
Cc1nc(-c2ccccc2)sc1C(=O)N1CCN(Cc2ccccc2F)CC1,2.3%
COCC1CN(C(C)=O)CC12CCN(S(=O)(=O)c1c(C)noc1C)CC2 (centres undefined),3.0%
C=CCOc1ccc2c(c1)CCC1C2CCC2(C)C(=O)CCC12 (centres undefined),19.0%
COc1cccc(Nc2ncc3c(n2)C(C)(C(=O)NCc2cccnc2)CC3)c1 (centres undefined),-5.8%[86.2 µM]
CCc1nc(-c2c3n(c(=O)n(CC(=O)Nc4cccc(C)c4)c2=O)CCCCC3)no1,-0.6%
COc1cccc(NC(=O)Cn2c(=O)n(CCc3ccc(OC)c(OC)c3)c(=O)c3ccccc32)c1,?
Cc1nc(N)[nH]c(=O)c1CC(=O)OCCCl,38.1%[activator]
O=C(c1ccc(N2CCC(NCC(c3ccccc3)c3ccccc3)CC2)cc1)N1CCCC(O)C1 (centres undefined),-20.6%
COc1cc(Br)c(/C=C(/C#N)C(=O)c2ccccc2)cc1OC,?
Cc1cc(C)cc(OCC(=O)Nc2ccc3oc(-c4ccncc4)nc3c2)c1,31.1%[activator]
Cc1ccc2oc(=O)cc(CN3CCCCC3)c2c1,22.3%
Cc1cccc(C)c1NC(=O)CSc1ncnc2ccccc12,18.5%
CN(Cc1cccc(C(F)(F)F)c1)S(=O)(=O)c1cccs1,-26.0%[86.2 µM]

Exported with values ahead of the structure: part of the list above.
KDM5B inhibitor	structure
7.1%	C=CCn1c(SCCCC)nc(O)cc1=O
16.9%	CCOc1ccc(CNCc2cccn2-c2nnc(N3CCN(C)CC3)s2)cc1
-27.8%	CCCN1CCC2(CCN([S+](=O)([O-])c3cccs3)CC2)Oc2ccccc21
2.5%	Cc1ccc(CN(C(=O)COc2ccc([N+](=O)[O-])cc2)c2ccccn2)cc1

With a hit mark in KDM5B inhibitor (from the list above):
SMILES,KDM5B inhibitor
C#CCNC(=O)c1nc(-c2ccc(Cl)cc2)c2ccccn12,31.6µM*
CC1(C(=O)NCC2CC2)CCc2cnc(NCc3ccccc3)nc21 (centres undefined),39.8µM*
